Compound activity deposited in PubChem BioAssay by several laboratories.
Rac1 act GTP bind – human Rac1 activated mutant GTP binding change; P63000; GST-Rac1 activated beads, fluorescent GTP binding, flow cytometry; actives lie on both sides; 100% means binding = to untreated wells; percent activity (GTP binding), % at 10 µM; 190,000 tested, 0.11% active; AID 764;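 active = GTP binding at least 20 percentage points away from the 100% baseline, in either direction, so actives lie on both sides; inconclusive = Compound likely fluorescent itself, or too few beads counted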
HRas wt GTP bind – modulators of GTP binding to human HRas wildtype; P01112; AID 759; GTP binding activity, % at 10 µM; 190,000 tested, 0.14% active; GST-Ras wt beads, Bodipy-FL-GTP binding, flow cytometry; actives lie on both sides;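 active = GTP binding activity at least 20% away from the 100% baseline, either lowered as inhibitor or raised as activator; inconclusive = flagged as likely green fluorescent, judged across all proteins in the well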;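 note: 0% = unlabeled GTP competition control and 100% = no-compound control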
Target sequence (P01112 whole entry, looked up): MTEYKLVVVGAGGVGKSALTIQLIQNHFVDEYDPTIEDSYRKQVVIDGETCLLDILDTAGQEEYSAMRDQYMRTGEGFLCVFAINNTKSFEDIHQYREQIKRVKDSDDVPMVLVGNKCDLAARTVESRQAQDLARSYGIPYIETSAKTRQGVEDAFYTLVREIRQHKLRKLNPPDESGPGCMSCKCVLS
Cdc42 wt – changes GTP binding to wildtype human Cdc42 | P60953 | GST-Cdc42 beads, Bodipy-GTP binding, flow cytometry; actives lie on both sides | percent activity (GTP binding), % at 10 µM | 190,000 tested, 0.2% active;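 active = percent activity GTP binding at least 20 points away from the 100% baseline, either down as inhibitor or up as activator; inconclusive = compound flagged as likely green fluorescent from well-wide comparison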;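 note: median bead fluorescence of bound Bodipy-FL-GTP at 100 nM; 0% = excess unlabeled GTP control and 100% = no compound control; below 100% means less GTP binding so inhibitor and above means activator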
Target sequence (P60953 whole entry, looked up): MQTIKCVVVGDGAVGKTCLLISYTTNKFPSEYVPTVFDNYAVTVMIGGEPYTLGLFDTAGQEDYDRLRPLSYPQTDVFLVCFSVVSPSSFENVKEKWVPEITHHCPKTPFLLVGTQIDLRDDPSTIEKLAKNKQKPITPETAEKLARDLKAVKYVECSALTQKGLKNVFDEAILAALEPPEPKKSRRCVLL
Mcl1 Noxa PPI – Mcl-1/Noxa interaction inhibition; Q07820; TR-FRET Mcl-1/Noxa peptide binding, 2 h; inhibition, % at 21.7 µM; 220,000 tested, 1.5% active;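 active = compounds that cut the protein-peptide binding signal by more than 50% relative to plate controls in a single-dose test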;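 note: His-tagged Mcl-1 with rhodamine Noxa BH3 peptide and terbium anti-His antibody; 0% = Mcl-1 plus Noxa peptide wells and 100% = peptide-only wells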
Target sequence (Q07820 whole entry, looked up): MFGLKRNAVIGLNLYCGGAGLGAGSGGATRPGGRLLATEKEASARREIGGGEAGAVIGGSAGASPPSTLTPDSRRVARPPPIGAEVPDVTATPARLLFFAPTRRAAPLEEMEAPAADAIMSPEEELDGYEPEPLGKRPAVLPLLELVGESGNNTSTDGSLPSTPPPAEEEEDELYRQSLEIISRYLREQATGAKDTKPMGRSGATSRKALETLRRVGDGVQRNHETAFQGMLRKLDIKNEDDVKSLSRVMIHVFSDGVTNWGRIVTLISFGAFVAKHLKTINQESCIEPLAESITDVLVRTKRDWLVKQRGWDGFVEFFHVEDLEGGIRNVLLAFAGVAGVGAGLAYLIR
Rab7 wt GTP bind – dog Rab7 wildtype GTP binding, inhibitors and activators; GST-Rab7 beads, fluorescent GTP binding, flow cytometry; actives lie on both sides; untreated = 100%, excess cold GTP = 0%; 190,000 tested, 0.055% active; AID 758; GTP binding activity (percent of control), % at 10 µM;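 active = fluorescent GTP binding to Rab7 beads changed by at least 20 points from the 100% baseline, either direction, mostly lower; inconclusive = compound itself probably fluorescent, or too few beads counted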;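 note: median green fluorescence of bound Bodipy-FL-GTP per Rab7 bead population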
Mcl-1 Bim block – inhibitors of Bim-Mcl-1 interaction, human | AID 1009 | Q07820 | 190,000 tested, 0.1% active | Bead-based flow cytometry, Bim peptide-Mcl-1 binding | inhibition, % at 10 µM; in the data active = inhibition above about 40%;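 note: 0% = no compound tracer wells and 100% = peptide blocker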
Rac1 wt GTP bind – alters GTP binding to wildtype human Rac1 | GTP binding activity (% of control), % at 10 µM | GST-Rac1 beads, fluorescent GTP binding, flow cytometry; actives lie on both sides; 0 = cold GTP competed, 100 = untreated | P63000 | 190,000 tested, 0.27% active;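 active = GTP binding activity at least 20 points away from the 100% control level, either lower or higher; inconclusive = compound flagged as likely green fluorescent, judged across all proteins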
Pf gametocyte – kills late stage P. falciparum gametocytes; P. falciparum stage V gametocytes, ATP luminescence, 24 h; inhibition, % at 10.9 µM; 150,000 tested, 0.065% active; AID 743093;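 active = inhibition above the mean plus 3 SD of compounds within the control limits, set per campaign, cut at about 38% in these data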;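 note: 0% = DMSO wells and 100% = medium only without gametocytes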
Rab2A wt mod – changes GTP binding to wildtype dog Rab2A, up or down; P61105; AID 760; GTP binding activity, % at 10 µM; GST-Rab2 wt beads, Bodipy-GTP binding, flow cytometry; 190,000 tested, 0.19% active;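 active = GTP binding activity at least 20 points away from 100%, either lowered or raised; inconclusive = signal likely due to the compound's own green fluorescence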;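 note: 0% = beads with excess unlabeled GTP and 100% = no-compound control corrected for plate trend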
Avidin fluor – compound fluoresces at 488/530 nm on avidin beads | compound fluorescence 488/530 nm, flow cytometry; hits give high values | fluorescence (KMESF) at 10 µM | 220,000 tested, 0.38% active | AID 1775; in the data active = fluorescence above about 47; note: inactives centre near 10
Mcl1 Bid PPI – disrupts binding of human Mcl-1 to Bid peptide. TR-FRET Mcl-1/Bid-Dy647 peptide binding, 1536-well. 220,000 tested, 0.97% active. inhibition, % at 21.7 µM. Q07820;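 active = compounds that cut the binding signal by more than half at the single screening dose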;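 note: His-tagged Mcl-1 with europium anti-His antibody binding Bid BH3 peptide; 0% = Mcl-1 plus peptide wells and 100% = peptide-only wells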
* = called active by the depositor; ? = inconclusive; . = not tested or not shown; & = joins results of further samples. Rows are unselected. Share with any hit: about 2.7%.

Molecule	Rac1 act GTP bind	HRas wt GTP bind	Cdc42 wt	Mcl1 Noxa PPI	Rab7 wt GTP bind	Mcl-1 Bim block	Rac1 wt GTP bind	Pf gametocyte	Rab2A wt mod	Avidin fluor	Mcl1 Bid PPI
CCOc1ccc(NC(=O)C(c2ccccn2)N(C(=O)CCl)c2ccc(OC)cc2)cc1 (configuration not stated)	101.0	102.0	105.0	19.0	100.0	-6.0	101.0	-21.2	100.0	3	-23.9
Cc1ccc(OCCC(=O)Nc2c(C)n(C)n(-c3ccccc3)c2=O)cc1	95.0	97.0	99.0	-1.2	96.0	-1.0	97.0	.	97.0	12	1.9
O=c1c2ccccc2ncn1Cc1ccco1	96.0	102.0	100.0	19.4	102.0	0.0	99.0	.	101.0	22	-23.6
O=C(CN1CCCC1)N1c2ccccc2Sc2ccccc21	100.0	100.0	106.0	2.5	99.0	-2.0	107.0	-27.6	100.0	26	-36.4
CCOc1ccc(N=C(C)c2ccccc2O)cc1	98.0	100.0	102.0	-15.7	101.0	-5.0	102.0	-7.6	99.0	6	-17.4
Cn1c(=O)c2c(nc(SCC(=O)Nc3ccccc3N3CCCCC3)n2C)n(C)c1=O	98.0	98.0	95.0	5.0	99.0	-4.0	100.0	10.2	96.0	7	12.8
COc1ccc(CCNC(=O)C(=O)NCC2OCCN2S(=O)(=O)c2ccc(Br)cc2)cc1 (configuration not stated)	99.0	100.0	104.0	29.2	99.0	-5.0	107.0	-3.2	103.0	4	8.8
O=S(=O)(c1ccc(Cl)cc1Br)N1CCCCC1	99.0	98.0	98.0	8.1	99.0	-1.0	98.0	14.9	98.0	8	5.5
Cc1ccc(N2C(=O)C3ON(c4ccccc4)C(c4ccncc4)C3C2=O)cc1 (configuration not stated)	99.0	104.0	104.0	6.6	98.0	-2.0	104.0	-36.7	105.0	14	1.4
CC1CCN(CC(=O)c2c[nH]c3ccccc23)CC1	97.0	101.0	101.0	19.3	99.0	-1.0	100.0	.	98.0	17	-22.8
CC(C)N(CCO)C(=O)CCc1nnc(CCCc2ccccc2)o1	98.0	101.0	97.0	16.0	106.0	0.0	102.0	4.6	98.0	11	6.2
CC(C)C(NC(=O)C1CCCCC1)C(=O)Nc1ccc2c(c1)OCCO2 (configuration not stated)	99.0	98.0	98.0	31.9	97.0	0.0	101.0	13.8	99.0	15	-67.9
CC1=C(C(=O)OCc2ccccc2)C(c2cccnc2)n2ncnc2N1 (configuration not stated)	98.0	101.0	102.0	2.4	101.0	0.0	106.0	.	99.0	14	9.6
COc1ccc(C(C)NC(=O)Cc2ccc(Br)cc2)cc1 (configuration not stated)	101.0	100.0	102.0	-7.1	92.0	2.0	101.0	0.4	98.0	2	-4.0
CC(=O)Nc1ccc(NC(=S)Nc2ccccc2)cc1	99.0	102.0	102.0	11.0	101.0	-3.0	103.0	-50.9	102.0	.	-26.5
O=C1/C(=C\c2cccnc2)Sc2ccccc21	88.0	90.0	72.0*	18.6	90.0	0.0	84.0	18.6	89.0	16	-9.3
CC(C)c1ccc(NC(=O)CCNS(=O)(=O)c2cccc3nonc23)cc1	99.0	101.0	106.0	-7.4	97.0	-4.0	108.0	.	102.0	28	0.2
Cc1nnc(SCC(=O)NCc2ccc3c(c2)OCO3)s1	101.0	105.0	104.0	6.1	101.0	-1.0	102.0	-9.9	104.0	11	-12.9
Cc1c(Cc2ccccc2)c(=O)oc2c(C)c(OCc3nn[nH]n3)ccc12	92.0	93.0	93.0	14.4	91.0	0.0	95.0	-0.2	94.0	26	14.1
O=C(CSc1n[nH]c(-c2ccccc2Br)n1)NC(=O)NCc1ccco1	99.0	101.0	103.0	10.3	101.0	-1.0	101.0	.	100.0	8	-5.2

Other results follow.
Molecule	Rac1 act GTP bind	HRas wt GTP bind	Cdc42 wt	Mcl1 Noxa PPI	Rab7 wt GTP bind	Mcl-1 Bim block	Rac1 wt GTP bind	Pf gametocyte	Rab2A wt mod	Avidin fluor	Mcl1 Bid PPI
CC(CN(C)Cc1ccccc1)OC(=O)C1COc2ccccc2O1 (configuration not stated)	96.0	93.0	94.0	27.4	96.0	15.0	96.0	.	96.0	7	12.1
COc1cc(C(=O)Nc2cnc(NC(=O)C(C)C)cc2C)cc(OC)c1OC	97.0	99.0	97.0	-3.9	97.0	0.0	98.0	2.1	100.0	24	-7.3
COc1ccc(CCC(=O)Nc2nc3ccccc3[nH]2)cc1	100.0	103.0	104.0	-10.6	101.0	-1.0	103.0	.	101.0	10	-19.6
CCCCOc1ccc(C2C(=O)N(C3CCCCC3)CC(=O)N2CC2CCCO2)cc1 (configuration not stated)	96.0	98.0	97.0	-6.9	99.0	2.0	100.0	-4.8	99.0	20	-8.7
CSc1nc(-c2ccccc2)nn1C(=O)c1ccc(C)cc1	96.0	99.0	99.0	-8.3	99.0	-19.0	99.0	8.9	97.0	3	-24.1
O=C1C2CCCN2C(c2cccs2)N1c1ccc(F)cc1 (configuration not stated)	96.0	97.0	102.0	-2.2	96.0	-1.0	100.0	-3.1	98.0	11	-24.2
CCOC(=O)CCC(=O)NCc1ccc2[nH]c(C)cc2c1	96.0	98.0	99.0	-0.4	97.0	-1.0	104.0	.	99.0	34	-28.3
O=S(=O)(Nc1nnc(-c2ccccc2)s1)c1ccc(Cl)cc1	?	?	?	9.7	?	0.0	?	12.0	?	28	18.0
CCOc1ccc(-n2c(Cc3cc(=O)[nH]c(=O)[nH]3)nnc2SC(C)C)cc1	99.0	102.0	104.0	5.7	94.0	-5.0	101.0	3.2	103.0	13	-34.4
COc1ccc(Cn2c(CCC(=O)Nc3ccccc3)nc3cccnc32)cc1	99.0	99.0	99.0	-1.3	98.0	-2.0	101.0	-6.3	98.0	34	-10.9
CN(CCCN1CCCCC1)C(=O)CCc1nnc(C2CCCCC2)o1	96.0	99.0	97.0	-19.9	103.0	0.0	98.0	0.2	99.0	9	-32.9
CCOC(=O)CSc1ccccn1	96.0	98.0	99.0	7.0	100.0	-4.0	98.0	-9.3	96.0	12	-81.9
CCC(C)c1ccccc1NC(=O)Cc1coc2cc3c(cc12)CCC3 (configuration not stated)	100.0	100.0	98.0	-0.9	103.0	-26.0	102.0	18.8	97.0	3	-30.5
CC1Cc2ccccc2N1C1=CC(=O)CCC1 (configuration not stated)	92.0	95.0	97.0	6.3	110.0	-1.0	90.0	-3.1	104.0	7	-29.9
C(=N\n1cnnc1)/c1ccc(N2CCOCC2)s1	94.0	95.0	97.0	-4.0	95.0	-4.0	96.0	.	95.0	6	-55.3
O=C(CN1C(=O)c2ccccc2C1=O)N1CCN(c2ccccc2)CC1	97.0	99.0	100.0	21.7	98.0	-3.0	98.0	21.6	99.0	9	-3.8
COc1ccc(-c2cn(-c3ccccc3)c3[n+]2CCS3)cc1	102.0&103.0	104.0&103.0	104.0&102.0	11.5&6.8	105.0&101.0	-1.0&1.0	106.0&104.0	10.5	104.0&103.0	13&7	-19.4&-19.3
Cc1ccc(-n2c(C)cc(/C=N/NC(=O)c3ccc(CN4CCOCC4)cc3)c2C)cc1	99.0	102.0	105.0	14.8	100.0	-6.0	103.0	.	102.0	14	-37.0
COCc1nc(-c2ccc(-c3ccc(OC)cc3)nc2OC)no1	102.0	102.0	102.0	40.8	99.0	1.0	106.0	.	98.0	7	40.9
N#C/C(=C/c1ccc(-c2ccc(S(N)(=O)=O)cc2)o1)c1nc2ccccc2s1	108.0	108.0	104.0	20.8	116.0	-23.0	108.0	3.6	110.0	5	53.0*

(continued)
Molecule	Rac1 act GTP bind	HRas wt GTP bind	Cdc42 wt	Mcl1 Noxa PPI	Rab7 wt GTP bind	Mcl-1 Bim block	Rac1 wt GTP bind	Pf gametocyte	Rab2A wt mod	Avidin fluor	Mcl1 Bid PPI
Cc1nc2ccc(NC3=NCCCCC3)cc2s1	98.0	100.0	101.0	5.5	98.0	0.0	102.0	4.9	101.0	36	9.4
Cc1noc2ncnc(N3CCCCC3)c12	96.0	99.0	101.0	13.2	96.0	-3.0	101.0	3.2	98.0	9	-5.4
O=C(c1cccs1)n1nc(-c2cccnc2)nc1NCc1ccco1	96.0	103.0	104.0	2.4	106.0	-5.0	104.0	6.2	105.0	5	0.9
CC1(C)Oc2ccc(C(=O)N3CCc4ccccc43)cc2N(CC(=O)N2CCCC2)C1=O	98.0	97.0	98.0	-3.4	94.0	-1.0	98.0	.	98.0	16	-28.2
CCN(CC)S(=O)(=O)c1cccc(-c2nnc(SC(C)C#N)n2Cc2ccccc2)c1 (configuration not stated)	104.0	102.0	102.0	7.0	100.0	0.0	107.0	.	100.0	7	-2.1

Three entries from above, ordered by the value under HRas wt GTP bind, largest number first.
SMILES	HRas wt GTP bind
O=C(c1cccs1)n1nc(-c2cccnc2)nc1NCc1ccco1	103.0
Cc1nc2ccc(NC3=NCCCCC3)cc2s1	100.0
Cc1noc2ncnc(N3CCCCC3)c12	99.0
